Screening results: PubChem BioAssay, National Center for Advancing Translational Sciences (NCATS)
POLH inh: qHTS for Inhibitors of Polymerase Eta | 390,000 compounds, 1.2% hits | recombinant Pol eta, fluorescent DNA replication assay | Potency, µM (highest dose often 114 µM), inactives show at the top dose activity change, negative = inhibition, usual class: inhibitors | DNA polymerase eta (Homo sapiens), Q9Y253; also: % is scaled to controls: 0 for no effect and ±100 for the full control effect
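Pol eta (10 nM) was preincubated with compounds for 15 min at room temperature, after which fluorescent replication substrate (50 nM final) was added to start the reaction. Fluorescence was read kinetically at 0 and 10 min.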
JMJD2A Tudor: qHTS Assay for Inhibitors of JMJD2A-Tudor Domain; Lysine-specific demethylase 4A (Homo sapiens), O75164; AlphaScreen JMJD2A-Tudor / H3K4me3 peptide binding; Potency, µM (titrated, usually from 114 µM), for inactives: at the highest dose activity change, negative = inhibition, actives largely listed as inhibitors; 390,000 compounds, 4.4% hits; AID 504339, 2011; also: % is scaled to controls: 0 for no effect and ±100 for the full control effect; nearly all actives have a fitted effect of over 50% in size
BAZ2B block: qHTS Assay for Inhibitors of BAZ2B; Bromodomain adjacent to zinc finger domain protein 2B (Homo sapiens), Q9UIF8; AlphaScreen BAZ2B-H3K14Ac peptide displacement; Potency, µM (highest dose often 114 µM), without a hit: at the highest dose activity change, negative = inhibition, hits mostly inhibitors; 360,000 compounds, 4.4% hits; also: % is scaled to controls: 0 for no effect and ±100 for the full control effect; nearly all actives have a fitted effect of over 60% in size
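Protein-peptide AlphaScreen: BAZ2B 50 nM, b-H3K14Ac 50 nM, 1x PBS pH 7.4 + 0.01% Tween-20. Preincubation 30 min RT; cpd 30 min RT (top 110 uM); beads 20 min RT, light-protected.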
BLM inh: qHTS Assay for Inhibitors of Bloom's syndrome helicase (BLM) | 350,000 compounds, 0.2% hits | RecQ-like DNA helicase BLM (Homo sapiens), P54132 | Potency, µM (titrated, usually from 56.1 µM), without a hit: top-dose activity change, negative = inhibition, most hits filed as inhibitors | AID 2528, 2010 | recombinant BLM DNA unwinding, fluorescence dequenching;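 also: plate controls were vehicle for no effect and no enzyme for full effect; nearly all actives have a fitted effect of over 35% in size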
APEX1 inh: qHTS Assay for Inhibitors of the Human Apurinic/apyrimidinic Endonuclease 1 (APE1) | DNA repair nuclease/redox regulator APEX1 (Homo sapiens), P27695 | recombinant APE1, TAMRA/BHQ-2 abasic DNA cleavage fluorescence | Potency, µM (series often up to 65.8 µM), inactives show at the highest dose activity change, negative = inhibition, usual class: inhibitors | 350,000 compounds, 0.35% hits;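 also: plate controls were vehicle for no effect and reference inhibitor for full effect; nearly all actives have a fitted effect of over 55% in size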
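APE1 at 0.75 nM preincubated 15 min at room temperature with compound. Reaction then started with 50 nM double-stranded THF-abasic substrate labelled with TAMRA/BHQ-2, and 525/598 nm fluorescence read kinetically. Activity taken as third-minus-first read difference, normalized to DMSO and NSC13755 controls.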
POLB inh: qHTS Assay for Inhibitors of DNA Polymerase Beta. Potency, µM (series often up to 114 µM), inactives show top-dose activity change, negative = inhibition, most hits filed as inhibitors. Pol beta primer extension/strand displacement, fluorescence kinetic. P06746. 340,000 compounds, 1.3% hits. AID 485314, 2010; also: % is scaled to controls: 0 for no effect and ±100 for the full control effect
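Curves were derived by four-parameter Hill fits of normalized qHTS data. The kinetic fluorescent primer-extension read was taken at 0 and 10 min after 50 nM substrate, following a 15 min room-temperature preincubation of 10 nM enzyme with compounds.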
G9a block: qHTS Assay for Inhibitors of Histone Lysine Methyltransferase G9a; G9a H3K9 monomethylation, AlphaScreen, 2 h; Potency, µM (top dose mostly 102 µM), without a hit: at the top dose activity, negative = inhibition, most hits filed as inhibitors; 350,000 compounds, 8.8% hits; also: % is scaled to controls: 0 for no effect and ±100 for the full control effect; nearly all actives have a fitted effect of over 75% in size
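G9a (20 nM) preincubated 15 min RT with compounds, then 500 nM biotinylated H3K9 peptide and 20 uM SAM added; 2 h RT reaction. Monomethyl-H3K9 product detected by AlphaScreen with anti-H3K9me1 antibody, streptavidin donor and anti-rabbit IgG acceptor beads.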
Pol kappa inh: qHTS for Inhibitors of Polymerase Kappa; purified Pol kappa, fluorescent DNA synthesis assay, 10 min; 400,000 compounds, 0.53% hits; Potency, µM (doses to about 107 µM), for the others: top-dose activity, negative = inhibition, usual class: inhibitors; DNA polymerase kappa (Homo sapiens), Q9UBT6; also: % is scaled to controls: 0 for no effect and ±100 for the full control effect
Target sequence (Q9UBT6 whole entry, looked up): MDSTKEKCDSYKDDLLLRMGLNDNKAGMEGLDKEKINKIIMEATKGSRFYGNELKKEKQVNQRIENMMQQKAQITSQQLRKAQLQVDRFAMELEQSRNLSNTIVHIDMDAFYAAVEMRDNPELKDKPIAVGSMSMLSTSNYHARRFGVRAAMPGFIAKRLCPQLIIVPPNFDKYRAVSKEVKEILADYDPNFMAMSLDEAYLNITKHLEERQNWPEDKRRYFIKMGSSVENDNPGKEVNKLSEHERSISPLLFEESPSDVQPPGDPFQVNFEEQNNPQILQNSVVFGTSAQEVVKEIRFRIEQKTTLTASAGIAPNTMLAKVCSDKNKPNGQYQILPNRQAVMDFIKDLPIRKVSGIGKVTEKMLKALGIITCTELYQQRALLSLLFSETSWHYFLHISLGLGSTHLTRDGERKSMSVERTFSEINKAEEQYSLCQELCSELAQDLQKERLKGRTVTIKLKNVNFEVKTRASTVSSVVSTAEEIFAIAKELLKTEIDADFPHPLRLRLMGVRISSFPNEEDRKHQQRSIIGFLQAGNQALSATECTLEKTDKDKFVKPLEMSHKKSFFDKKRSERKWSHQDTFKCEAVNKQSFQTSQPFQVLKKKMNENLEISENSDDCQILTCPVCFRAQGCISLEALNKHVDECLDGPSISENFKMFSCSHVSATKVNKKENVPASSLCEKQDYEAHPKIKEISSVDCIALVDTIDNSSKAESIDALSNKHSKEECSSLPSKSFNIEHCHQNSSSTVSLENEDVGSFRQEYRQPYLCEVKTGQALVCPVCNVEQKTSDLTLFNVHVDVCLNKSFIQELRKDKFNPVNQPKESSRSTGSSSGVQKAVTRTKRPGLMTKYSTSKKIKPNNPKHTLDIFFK
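Here, compound and 10 nM enzyme are combined for 15 min at room temperature; adding 50 nM substrate (final) starts DNA synthesis, tracked by fluorescence at 0 and 10 min against buffer-only wells.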
Pol iota inh: qHTS for Inhibitors of Polymerase Iota. Potency, µM (titrated, usually from 115 µM), inactives show top-dose activity, negative = inhibition, actives largely listed as inhibitors. 390,000 compounds, 1% hits. Pol iota fluorescent replication assay, 10 min
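Pol iota at 10 nM preincubated 15 min with compounds at room temperature; reaction started with fluorescent substrate, 50 nM final. Fluorescence read kinetically at 0 and 10 min; buffer-only wells as negative control.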
* hit, by the source's call; [ ] = another dose, or the depositor's remark. Calls follow the shape of the dose curve; as a rule, active = well fitted curve in the direction sought with a large enough effect; inconclusive = small, poorly fitted or top-dose-only effect, or another doubt; inactive = no such curve, though single readings can be large; an effect the other way counts as inactive or inconclusive. Potency is read from the fitted curve at half-maximal effect. These rows are one share of the data (hit frequency here may not be typical).

COc1cc(OC)cc(C(=O)Nc2ccccc2NC(C)=O)c1 was read as POLH inh -19%, JMJD2A Tudor -7%, BAZ2B block -7%, BLM inh -2%, APEX1 inh -2%, POLB inh -12%, G9a block -2%[12.7 µM], Pol kappa inh -18% and Pol iota inh 26%.
Cc1cnc(NC(=O)CSc2c(Cl)cccc2Cl)s1 was read as POLH inh -6%, JMJD2A Tudor -25%, BAZ2B block 4%, BLM inh -5%, APEX1 inh 13%, POLB inh 0%, G9a block -19%[59 µM], Pol kappa inh -5% and Pol iota inh 10%.
`CC(=O)c1ccc(N2CCN(S(=O)(=O)c3ccc(-c4cc(C(F)(F)F)on4)s3)CC2)cc1` gave POLH inh -11%, JMJD2A Tudor -9%, BAZ2B block 9%, BLM inh -4%, POLB inh 1%, G9a block 6%[59 µM], Pol kappa inh -12% and Pol iota inh 7%.
Screening CCC(C)n1c(=N)c(S(=O)(=O)c2ccc(C)cc2)cc2c(=O)n3cc(C)ccc3nc21 (stereo not given) returned POLH inh -9%, JMJD2A Tudor -8%, BAZ2B block 4%, BLM inh 0%, POLB inh 12%, G9a block 2%[59 µM], Pol kappa inh 13% and Pol iota inh 32%.
CNS(=O)(=O)c1cccc(C(=O)OCC(=O)c2ccc3[nH]c(=O)[nH]c3c2)c1 was read as POLH inh inconclusive, JMJD2A Tudor -17%, APEX1 inh -3%, Pol kappa inh -19% and Pol iota inh inconclusive.
For CC(C)COc1ccc(Br)cc1CNC(C)(C)C the results were POLH inh -18%, JMJD2A Tudor -4%, BAZ2B block 4%, BLM inh 3%, APEX1 inh 12%, POLB inh 29%, Pol kappa inh -3% and Pol iota inh 47%[activator].
For Nc1nc(NCCOCCO)nc(NCc2ccccc2)c1[N+](=O)[O-] the results were POLH inh -7%, JMJD2A Tudor -12%, BAZ2B block 1%, BLM inh 1%, APEX1 inh -13%, POLB inh 52%, G9a block 1%, Pol kappa inh 1% and Pol iota inh 36%[activator].
For COc1cc(C2c3c(oc4ccccc4c3=O)C(=O)N2Cc2ccncc2)ccc1O (stereo not given) the results were POLH inh 2%, JMJD2A Tudor -7%[57.1 µM], BAZ2B block 8%, BLM inh -3%, APEX1 inh 12%, POLB inh -1%, G9a block 8%[59 µM], Pol kappa inh -24% and Pol iota inh 5%.
For CCCC[C@]12Cc3cc(OC)c(OC)cc3C(O1)C1=C(O2)C(=O)c2ccccc2C1=O the results were BAZ2B block 7.1µM*, BLM inh -13%[12.4 µM], APEX1 inh -22%[12.4 µM] and POLB inh 23%[22.9 µM].
CCOC(=O)N1CCN(C(=O)c2ccccc2NS(=O)(=O)c2ccc(C)cc2)CC1 was read as POLH inh -21%, JMJD2A Tudor -8%, BAZ2B block -17%, BLM inh -1%, APEX1 inh 22%, POLB inh 2%, G9a block 15%, Pol kappa inh -4% and Pol iota inh 3%.
`CCc1ccc(OCC(=O)Nc2cc(-c3ccc(C)cc3)no2)cc1` gave POLH inh 4%, JMJD2A Tudor -20%, BAZ2B block -5%, BLM inh -1%, POLB inh 20%, G9a block -22%[59 µM], Pol kappa inh 11% and Pol iota inh -15%.
Screening c1ccc(C2=Nc3ccccc3SC2c2nc3ccccc3[nH]2)cc1 (stereo not given) returned BAZ2B block inconclusive, BLM inh -5%, APEX1 inh 5%, POLB inh 35% and G9a block 13µM*.
Screening CN(Cc1ccccc1)C(=O)COC(=O)CN1C(=O)c2ccccc2C1=O returned POLH inh inconclusive, JMJD2A Tudor -17%, APEX1 inh 7%, Pol kappa inh -17% and Pol iota inh 70%[activator].
CC(=O)Nc1ccc(NC(=O)CSc2nc(=O)n(Cc3ccncc3)c3c2CCC3)cc1 was read as POLH inh -20%, JMJD2A Tudor -10%, BAZ2B block 6%, APEX1 inh 15%, G9a block -23%, Pol kappa inh -14% and Pol iota inh inconclusive.
For Cc1cc(C(=O)COc2cccc(-n3cnnn3)c2)c(C)n1-c1ccccc1 the results were POLH inh -13%, JMJD2A Tudor -35%, BAZ2B block -34%, BLM inh -4%, APEX1 inh -1%, POLB inh 11%, G9a block inconclusive, Pol kappa inh -9% and Pol iota inh 3%.
Screening CC12CC3CC(C)(C1)CC(CN1CCOCC1)(C3)C2 returned POLH inh -4%, JMJD2A Tudor -6%, BAZ2B block 5%, BLM inh 1%, APEX1 inh 12%, POLB inh 8%, G9a block -35%, Pol kappa inh -13% and Pol iota inh -3%.
Screening O=C(OCC(=O)N1CCc2ccccc21)c1ccc(Cl)nc1 returned POLH inh -2%, JMJD2A Tudor -12%, BAZ2B block 9%, BLM inh -1%, APEX1 inh -1%, POLB inh 8%, Pol kappa inh 0% and Pol iota inh 42%.
Screening O=C(COC(=O)c1ccccc1-c1nc2ccccc2s1)NC1CCS(=O)(=O)C1 (stereo not given) returned POLH inh -3%, JMJD2A Tudor -17%, BAZ2B block 3%, BLM inh -2%, APEX1 inh 0%, POLB inh -26%, G9a block -6%[59 µM], Pol kappa inh -4% and Pol iota inh 8%.
Screening Cc1ccc(NC(=S)NC(=O)Cc2ccccc2)c(O)c1 returned POLH inh -23%, JMJD2A Tudor -17%, BAZ2B block -38%, BLM inh -13%, APEX1 inh 49%, POLB inh -15%, G9a block -4%[59 µM], Pol kappa inh -13% and Pol iota inh 149%[activator].
CCOc1cc(/C=N/NC(=O)Cc2ccc(C(F)(F)F)cc2[N+](=O)[O-])c(Br)cc1OC was read as POLH inh -5%, JMJD2A Tudor 6%, BAZ2B block 7%, BLM inh -1%, APEX1 inh 1%, POLB inh 25%, G9a block 11%, Pol kappa inh 7% and Pol iota inh -21%.
Screening COC(=O)CSc1nc2sccc2c(=O)n1-c1ccccc1 returned POLH inh 4%, JMJD2A Tudor -10%, BAZ2B block 4%, BLM inh -3%, APEX1 inh -4%, POLB inh 16%, G9a block -20%, Pol kappa inh -22% and Pol iota inh 80%[activator].
Screening O=CN(CCN(C=O)CN1CCCCC1)CN1CCCCC1 returned POLH inh 1%, JMJD2A Tudor -5%, BLM inh -1%, APEX1 inh 20%, POLB inh 62%, G9a block -15%[59 µM], Pol kappa inh -17% and Pol iota inh 5%.
`CCOc1cc(N2CCOCC2)c(OCC)cc1NC(=O)COC(=O)COc1ccc(C#N)cc1` gave POLH inh -25%, JMJD2A Tudor -19%, BAZ2B block -25%, BLM inh -3%, APEX1 inh 31%, POLB inh -22%, G9a block 9%, Pol kappa inh -9% and Pol iota inh 33%[activator].
`Cc1cc(=O)n2[nH]cc(-c3ccccc3)c2n1` gave POLH inh -15%, JMJD2A Tudor -21%, BAZ2B block -1%, BLM inh -3%, APEX1 inh 34%, POLB inh 30%, G9a block inconclusive, Pol kappa inh 0% and Pol iota inh 77%[activator].
Screening CCCN(CCC)CCCNC(=S)Nc1ccc2nc3n(c(=O)c2c1)CCCCC3 returned POLH inh -2%, JMJD2A Tudor -15%, BAZ2B block -2%, BLM inh 7%, APEX1 inh 19%, POLB inh 6%, G9a block 11%[59 µM], Pol kappa inh -11% and Pol iota inh 11%.
For COc1ccc(NCc2n[nH]nc2-c2ccccc2)cc1Cl the results were POLH inh -17%, JMJD2A Tudor inconclusive, BAZ2B block 40µM*, BLM inh -6%, APEX1 inh -5%, POLB inh 1%, G9a block inconclusive, Pol kappa inh -1% and Pol iota inh inconclusive.
CC(=O)NCCNc1ncncc1-c1ccccc1CN(C)C was read as BLM inh 3%, APEX1 inh -8%, G9a block -1%[0.501 µM] and Pol kappa inh 2%[60.1 µM].
For O=c1cc(-c2ccccc2)ss1 the results were POLH inh 0%, JMJD2A Tudor -14%, Pol kappa inh -15% and Pol iota inh -14%.
Cc1cccn2c(=O)c3cc(C(=O)NC4CCCCC4)sc3nc12 was read as POLH inh -4%, JMJD2A Tudor -9%, BAZ2B block 0%, BLM inh -4%, APEX1 inh -14%, POLB inh 1%, G9a block 3%, Pol kappa inh -13% and Pol iota inh 9%.
Screening Cc1ccc(NC(=O)N2CCCC2C(=O)NCc2ccc3c(c2)OCO3)cc1 (stereo not given) returned POLH inh -9%, JMJD2A Tudor 1%, BAZ2B block 12%, BLM inh 1%, APEX1 inh -5%, POLB inh 54%, G9a block 25%, Pol kappa inh 6% and Pol iota inh 2%.
For NC(N)=NS(=O)(=O)c1ccc(NC(=S)NC(=O)c2ccccc2)cc1 the results were POLH inh -12%, JMJD2A Tudor -3%, BAZ2B block -13%, BLM inh -1%, APEX1 inh 3%, POLB inh 0%, Pol kappa inh -1% and Pol iota inh 6%.

Sorted by length of the SMILES (low to high): 3 of the compounds above.
CC(=O)NCCNc1ncncc1-c1ccccc1CN(C)C was read as BLM inh 3%, APEX1 inh -8%, G9a block -1%[0.501 µM] and Pol kappa inh 2%[60.1 µM].
Cc1cccn2c(=O)c3cc(C(=O)NC4CCCCC4)sc3nc12 was read as POLH inh -4%, JMJD2A Tudor -9%, BAZ2B block 0%, BLM inh -4%, APEX1 inh -14%, POLB inh 1%, G9a block 3%, Pol kappa inh -13% and Pol iota inh 9%.
Screening O=C(COC(=O)c1ccccc1-c1nc2ccccc2s1)NC1CCS(=O)(=O)C1 (stereo not given) returned POLH inh -3%, JMJD2A Tudor -17%, BAZ2B block 3%, BLM inh -2%, APEX1 inh 0%, POLB inh -26%, G9a block -6%[59 µM], Pol kappa inh -4% and Pol iota inh 8%.
